Assay outcomes (PubChem BioAssay)
Epigenetic reg: epigenetic control regulation, reporter derepression; 280,000 compounds, 0.2% hits; murine LDR cells, GFP reporter derepression, 30 h; AID 1865; Potency, µM (titrated, usually from 53.9 µM), inactives show at the top dose GFP activation, hits mostly activators; further: % of control where 0% means no effect; nearly all actives have a fitted effect of over 60% in size
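Murine LDR cells bearing a silenced CMV-driven GFP reporter were exposed to compound for 30 h at 37 C. After PBS washes, GFP-positive cells (20-120 um objects) counted by laser-scanning microplate cytometry.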
Tau fluor cs: counter-screen for tau fibril formation inhibitors; AID 1463; Potency, µM (titrated, usually from 57.7 µM), inactives show at the top dose activity change, negative = decrease; tau K18 P301L (four-repeat tau fragment) Alexa594 fluorescence, heparin fibrillization; 280,000 compounds, 0.93% hits; further: on the % scale 0 is the no-effect control and ±100 the full control effect; nearly all actives have a fitted effect of over 55% in size
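Human K18 P301L tau (15 uM unlabeled plus 0.24 uM Alexa 594-labeled, final) in 100 mM sodium acetate pH 7 was mixed with compound and 20 uM heparin and incubated 6 hr at 37 C.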
GAA inhib: alpha-glucosidase (human) inhibition; purified human GAA, 4-MU-alpha-glucoside fluorescence; 200,000 compounds, 0.005% hits; Potency, µM (highest dose often 76.9 µM), for the others: at the top dose activity change, negative = inhibition, most hits filed as inhibitors; P10253;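 further: plate controls were uninhibited enzyme wells for no effect and no-enzyme background for full effect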
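Read-out is 4-methylumbelliferone fluorescence (Ex 365/Em 440 nm) after NaOH/glycine stop at pH 10. Enzyme 4 nM, substrate 400 uM, pH 5.0 citrate buffer, 20 min room temperature; AC50 from Hill-equation concentration-response.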
GAA glycogen: alters human alpha-glucosidase cleavage of glycogen. AID 2100. 300,000 compounds, 0.38% hits. Potency, µM (top dose mostly 76.4 µM), for inactives: at the top dose activity change, negative = inhibition, most hits filed as inhibitors. recombinant GAA, glycogen substrate, Amplex Red glucose oxidase fluorescence;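 further: 0% = full enzyme reaction and -100% = no-enzyme basal signal; the screen sought inhibitors and activators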
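Recombinant human alpha-glucosidase (4 nM final) hydrolysed bovine liver glycogen (30 ug) for 40 min at 37 C in pH 5.0 citrate/phosphate with 0.01% Tween-20. Released glucose detected by glucose oxidase/Amplex Red, Ex 573/Em 610 nm. Compounds up to 77 uM; AC50 from Hill fits.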
GAA spleen mod: inhibitors or activators of human alpha-glucosidase in spleen homogenate. P10253. human spleen homogenate, 4-MU-alpha-glucoside fluorescence. 240,000 compounds, 0.006% hits. Potency, µM (titrated, usually from 79.9 µM), without a hit: top-dose activity change, negative = inhibition, actives largely listed as inhibitors;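 further: 0% = enzyme with vehicle and -100% = no enzyme basal signal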
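Human spleen homogenate (1 ug) incubated with compounds and 1 mM 4-methylumbelliferyl-alpha-D-glucopyranoside in pH 5.0 citrate/phosphate buffer, 37 C, 40 min. Stopped at pH 10; 4-MU fluorescence (Ex 365/Em 440 nm); AC50 by Hill fit.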
ALDH1A1 block: blocks purified human ALDH1A1 activity | P00352 | Purified ALDH1A1, NADH fluorescence, propionaldehyde substrate | Potency, µM (highest dose often 75.3 µM), inactives show at the top dose activity, negative = inhibition, most hits filed as inhibitors | 220,000 compounds, 7.3% hits | AID 1030; active means well fitted inhibition curve with a large enough effect, not every such curve was filed as active; inconclusive means small, poorly fitted or top-dose-only effect, or another doubt; inactive means no such curve, though single readings can be large or run the other way;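 further: plate controls were no enzyme wells and a reference inhibitor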
Target sequence (P00352 whole entry, looked up): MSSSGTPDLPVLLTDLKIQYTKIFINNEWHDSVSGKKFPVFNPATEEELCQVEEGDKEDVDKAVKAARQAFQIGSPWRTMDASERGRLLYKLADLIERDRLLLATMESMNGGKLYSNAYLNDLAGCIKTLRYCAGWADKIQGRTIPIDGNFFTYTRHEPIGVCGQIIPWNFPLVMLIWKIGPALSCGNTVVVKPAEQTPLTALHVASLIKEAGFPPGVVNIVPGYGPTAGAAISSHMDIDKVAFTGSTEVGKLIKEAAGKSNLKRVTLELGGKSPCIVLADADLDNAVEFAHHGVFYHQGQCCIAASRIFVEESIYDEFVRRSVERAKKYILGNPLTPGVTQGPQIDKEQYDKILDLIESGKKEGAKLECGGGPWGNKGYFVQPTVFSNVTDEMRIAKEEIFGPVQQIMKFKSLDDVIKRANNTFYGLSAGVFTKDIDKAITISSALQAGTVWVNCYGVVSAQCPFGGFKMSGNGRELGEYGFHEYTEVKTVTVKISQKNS
GLA spleen mod: inhibitors or activators of human alpha-galactosidase in spleen homogenate; human spleen homogenate, 4MU-alpha-Gal fluorescence, 40 min; Potency, µM (doses to about 80 µM), without a hit: top-dose activity change, negative = inhibition, hits mostly inhibitors; P06280; 240,000 compounds, 0.008% hits;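 further: 0% = enzyme with vehicle and -100% = no enzyme basal signal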
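Spleen homogenate 1 ug + cpd (titration) + 4-MU-alpha-D-galactopyranoside 1 mM; 37C 40 min; 50 mM citrate/phosphate pH 5.0, 0.01% Tween-20; stop pH 10; fluorescence 365/440; AC50 via Hill.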
NPSR antagonist: blocks cAMP signaling of the human neuropeptide S receptor | 220,000 compounds, 1% hits | CHO-NPSR cells, cAMP TR-FRET, antagonist mode | Q6W5P4 | AID 1461 | Potency, µM (doses to about 38.3 µM), for the others: top-dose activity change, negative = inhibition, most hits filed as inhibitors; further: on the % scale 0 is the no-effect control and ±100 the full control effect; nearly all actives have a fitted effect of over 50% in size; many of its hits are not listed in these tables
Target sequence (Q6W5P4 whole entry, looked up): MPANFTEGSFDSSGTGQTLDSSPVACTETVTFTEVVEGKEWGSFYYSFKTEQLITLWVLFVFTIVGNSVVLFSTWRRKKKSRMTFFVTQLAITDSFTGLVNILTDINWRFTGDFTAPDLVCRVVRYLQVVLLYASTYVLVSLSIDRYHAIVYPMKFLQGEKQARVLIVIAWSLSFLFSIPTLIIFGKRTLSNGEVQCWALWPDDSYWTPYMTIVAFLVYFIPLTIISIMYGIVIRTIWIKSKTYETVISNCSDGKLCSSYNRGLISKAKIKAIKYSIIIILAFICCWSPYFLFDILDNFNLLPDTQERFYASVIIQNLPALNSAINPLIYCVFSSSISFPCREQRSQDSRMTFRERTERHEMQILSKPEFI
* hit, by the source's call; ? = inconclusive; / = not tested or not shown; & = joins results of further samples; [ ] = dose if it differs, or a comment. Unless noted, the call rests on the fitted dose curve; in most records, active means well fitted curve in the direction sought with a large enough effect; inconclusive means small, poorly fitted or top-dose-only effect, or another doubt; inactive means no such curve, though single readings can be large; an effect the other way counts as inactive or inconclusive. Potency means the concentration at half of the fitted maximal effect.

Order of values – Epigenetic reg	Tau fluor cs	GAA inhib	GAA glycogen	GAA spleen mod	ALDH1A1 block	GLA spleen mod	NPSR antagonist
CC(C)(O)CCCC(C)(O)c1ccc(C(=O)O)cc1O (stereo unspecified)
    1.1%	-2%	/	-4%	3%	/	-12%	13%
COc1cc(/C=C2/NC(=O)NC2=O)cc(Br)c1OCc1cccc(C(=O)O)c1
    -1.2%	-9%	0%	0%	0%	?	9%	-20%
CCc1ccnc(NS(=O)(=O)c2ccc3c(c2)CCO3)c1
    2.1%	-13%	-1%	6%	-1%	-12%	1%	-4%
CCC(C)[C@H](NC(=O)N1CCN(C)CC1)C(=O)OC (stereo partly specified)
    -0.1%	-5%	-4%	0%	-2%	-1%	0%	23%
Oc1c(Br)cc(Br)cc1C=Nc1ccc2c(c1)OCCO2
    4.9%	-16%	-8%	?	5%	4%	-12%	-38%
COc1ccc(/C=C/c2c([N+](=O)[O-])c(=O)n(C)c(=O)n2C)cc1
    -1.3%	-27%	-4%	1%	3%	?	2%	-4%
O=C(c1ccccc1)c1cc([N+](=O)[O-])ccc1N1CCOCC1
    7.3%	-5%	-3%	-3%	-8%	?	2%	27%
CN1CCN(c2ccccc2NC(=O)c2ccccc2F)CC1
    0.8%	6%	/	2%	-8%	/	0%	2%
CSc1nnnn1-c1c(C)cc(C)cc1C
    0.0%	4%	/	0%	2%	/	7%	0%
COc1cccc(CCc2nnc(CCC(=O)NCCc3cccc(C)n3)o2)c1
    0.0%	-4%	?	7%	2%	?	-3%	-13%
Cc1cc(C(=O)NCc2nc(-c3ccccc3)no2)ccc1[N+](=O)[O-]
    -0.4%	?	-4%	-11%	12%	0%	3%	-9%
COc1ccc(C2(O)CN(c3ccccc3)C3=[N+]2CCS3)cc1OC (stereo unspecified)
    5.6%	-22%	-6%	-2%	1%	?	-3%	-2%
CCOC(=O)CSc1ncnc2c1sc1nc(N3CCOCC3)c3c(c12)CCCC3
    ?	-16%	?	6%	-5%	?	1%	-7%[46.1 µM]
Cc1ccc([N+](=O)[O-])c(C(=O)Nc2cccnc2Cl)c1
    -1.4%	-5%	-2%	-19%	/	6%	1%	4%
CS(=O)(=O)N(CC(=O)N1CCN(Cc2ccc3c(c2)OCO3)CC1)c1ccc2c(c1)OCO2
    0.0%	3%	-3%	1%	-4%	6%	-2%	-5%[46.1 µM]

Entries of single compounds from above. Order of values: Epigenetic reg	Tau fluor cs	GAA inhib	GAA glycogen	GAA spleen mod	ALDH1A1 block	GLA spleen mod	NPSR antagonist
O=C(c1ccccc1)c1cc([N+](=O)[O-])ccc1N1CCOCC1 is listed as 7.3%	-5%	-3%	-3%	-8%	?	2%	27%
CN1CCN(c2ccccc2NC(=O)c2ccccc2F)CC1 is listed as 0.8%	6%	/	2%	-8%	/	0%	2%

The list continues:
Order of values – Epigenetic reg	Tau fluor cs	GAA inhib	GAA glycogen	GAA spleen mod	ALDH1A1 block	GLA spleen mod	NPSR antagonist
Cc1c(C(c2cccc([N+](=O)[O-])c2O)c2c(C)n(C)n(-c3ccccc3)c2=O)c(=O)n(-c2ccccc2)n1C
    1.4%	-6%	-2%	0%	-2%	20%	-4%	-7%[46.1 µM]
OCCSc1nc(-c2ccccc2)nc2c1CCC2
    0.0%	-8%	7%	5%	-1%	9%	0%	6%
CCOc1ccc2[nH]c(=O)c(CN(CCO)C(=O)c3ccc(Br)cc3)cc2c1
    -0.7%	-17%	-8%	-1%	-1%	?	5%	?
C=CC[N+](C)(C)CCN1C(=O)C2C(c3ccccc3)C=CC(c3ccccc3)C2C1=O (stereo unspecified)
    1.7%	2%	7%	5%	-20%	?	1%	9%
N#Cc1nc(-c2ccccc2)oc1N1CCCCC1
    -0.7%	-17%	9%	6%	0%	?	7%	-22%[46.1 µM]
CC(CCc1ccccc1)NC(=O)CCN1N=C(c2ccccc2)CCC1=O (stereo unspecified)
    1.1%	-9%	-2%	-13%	-4%	-7%	-8%	9%
Cc1ccc(CNC(=O)CN(C)S(=O)(=O)c2cnc[nH]2)cc1
    5.1%	-2%	0%	5%	0%	2%	0%	10%
C/C(=C\C(=O)c1ccc(Br)cc1)Nc1ccc(Cl)cc1
    -1.6%	12%	-3%	6%	-2%	?	0%	-24%
CCOc1ccc(NC(=O)c2c(OC)cccc2OC)cc1
    0.2%	-4%	0%	9%	0%	-3%	-4%	14%
CCN(CCN(C)C)C(=O)c1ccc2c(c1NCCO)C(=O)c1ccccc1C2=O
    9.8%	-15%	-1%	2%	3%	14µM*	1%	-59%
O=C(CCCCCCN1C(=O)c2ccccc2C1=O)Nc1nccs1
    0.1%	-4%	0%	-5%	4%	-8%	-4%	?
CCOC(=O)c1ccc2c(c1)nc(SCc1cn3ccsc3n1)n2CC
    -4.3%	-8%	-2%	0%	-14%	?	-16%	-1%[46.1 µM]
COc1cc(CCCN2C(=S)NC[C@@H]2c2ccccc2)cc(OC)c1OC
    -1.5%	0%	/	9%	4%	-9%	2%	-2%
Cc1cc(-c2nnc(SCC(=O)Nc3nc(-c4ccc(Cl)cc4)cs3)o2)no1
    -1.1%	-20%	/	-2%	0%	/	-1%	-3%
COc1ccccc1N1CCN(CC(=O)NC(=O)NCc2ccco2)CC1
    0.0%	0%	2%	10%	-6%	5%	-1%	6%

Reprinted from the part before: two entries, followed by the next part.
Order of values – Epigenetic reg	Tau fluor cs	GAA inhib	GAA glycogen	GAA spleen mod	ALDH1A1 block	GLA spleen mod	NPSR antagonist
Cc1cc(-c2nnc(SCC(=O)Nc3nc(-c4ccc(Cl)cc4)cs3)o2)no1
    -1.1%	-20%	/	-2%	0%	/	-1%	-3%
COc1ccccc1N1CCN(CC(=O)NC(=O)NCc2ccco2)CC1
    0.0%	0%	2%	10%	-6%	5%	-1%	6%
COc1ccc2cc3c(N)nn(C(=O)Cc4ccc(Cl)cc4)c3nc2c1
    2.7%	-16%	-3%[15.4 µM]	8%	-6%	-16%	0%	-7%[46.1 µM]
O=C(NCCc1cccc(Cl)c1)c1cccs1
    4.3%	-14%	2%	10%	-2%	-7%	0%	-9%
Cc1cc(OC(=O)c2ccccc2Cl)ccc1N1C(=O)CCC1=O
    1.1%	8%	11%	20%	-3%	0%	0%	10%
CCOC(=O)N1CCN(c2c(NCCN3CCN(Cc4ccccc4)CC3)c(=O)c2=O)CC1
    -6.5%	-3%	-8%	6%	11%	?	6%	3%[46.1 µM]
CCc1ccc2nc(SCC(=O)N3CC(=O)Nc4ccccc43)c(C#N)cc2c1
    18µM*	-28%	-6%	-4%	-13%	9%	0%	-26%
Cc1nnc2sc(-c3csc4c3CCCC4)nn12
    2.2%	-2%	-6%	1%	-4%	-10%	1%	3%[46.1 µM]
C=CCn1c(C(CCC(C)C)CC(C)(C)O)n[nH]c1=S (stereo unspecified)
    -2.4%	-4%	?	0%	-1%	3%	1%	-10%[46.1 µM]
CC1(CC(=O)O)C(=O)N=C2C=CC=CN21 (stereo unspecified)
    0.0%	-1%	2%	1%	-7%	?	2%	9%
NC(=S)NNC(=O)c1ccccc1Cl
    -0.3%	-4%	/	-2%	5%	/	1%	-6%[7.67 µM]
O=C1NC(c2ccncc2)Nc2ccccc21 (stereo unspecified)
    -6.4%	0%	2%	0%	0%	?	2%	4%[46.1 µM]
O=C(CN1CCN(c2ccc(F)cc2)CC1)Nc1ccccc1[N+](=O)[O-]
    -1.2%	-23%	?	4%	/	-7%	6%	-11%
COc1ccc(Cl)cc1S(=O)(=O)N1CCN(C(=O)c2cc(OC)c(OC)c(OC)c2)CC1
    -0.5%	-1%	-8%	-3%	-6%	-36%	4%	-11%[46.1 µM]
COCCCn1c(-c2ccc(S(=O)(=O)N3CCOCC3)cc2)csc1=Nc1ccccc1
    -1.6%&0.7%	-27%&-8%	-11%	-2%[76.3 µM]	1%	14µM*	0%	?
O=C(CCCc1c[nH]c2ccccc12)Nc1ccc(S(=O)(=O)Nc2ncccn2)cc1
    -0.3%	-28%	9%[15.4 µM]	4%	2%	-13%	6%	-4%
COc1cccc(/C=N/Nc2nc3ccccc3n3cnnc23)c1
    1.0%	2%	?	-4%	-12%	-5%	2%	8%

Additional structures:
Order of values – Epigenetic reg	Tau fluor cs	GAA inhib	GAA glycogen	GAA spleen mod	ALDH1A1 block	GLA spleen mod	NPSR antagonist
C/C(=N\NC(=O)c1ccc(N/N=C(\C)c2ccncc2)cc1)c1ccncc1
    -4.1%	-21%	-9%	?	-11%	-12%	-5%	-22%
O=C(OCN1C(=O)c2ccccc2C1=O)c1cccs1
    -2.3%	-13%	-1%	8%	-1%	-4%	-9%	-7%[46.1 µM]
O=C(c1ccc(N2CCN(S(=O)(=O)c3ccccc3)CC2)c([N+](=O)[O-])c1)N1CCOCC1
    0.0%	-1%	-12%	-5%	-15%	-2%	-7%	11%
Nc1cc(Oc2cccnc2)cc([N+](=O)[O-])c1
    -0.9%	-10%	-2%	7%	/	?	1%	6%
CCCC(=O)Nc1nc2ccc(NC(=O)c3c(F)c(F)c(OC)c(F)c3F)cc2s1
    -1.3%	-27%	-2%	-9%	4%	6%	-3%	-39%
COc1ccc([N+](=O)[O-])cc1NC1CCCCC1
    0.0%	-28%	6%	7%	-7%	-11%	-6%	?
COc1ccc(OC)c(NC(=O)C2CC(=O)n3ncnc3N2)c1 (stereo unspecified)
    0.0%	10%	-4%	-7%	7%	-6%	0%	-7%[46.1 µM]
CCOC(=O)C1(CCc2ccccc2)CCN(C(=O)c2cc(C)nc(C)n2)CC1
    0.0%	-1%	/	0%	1%	-10%	9%	0%
CCN1C(=O)N(CN2CCOCC2)C2C1N(CN1CCOCC1)C(=O)N2CC (stereo unspecified)
    -2.0%	-9%	?	2%	-6%	-24%	0%	1%[46.1 µM]
O=S(=O)(c1cccc(-c2cn3cccnc3n2)c1)N1CCCCCC1
    -5.6%	-12%	?	-16%	20%	?	?	15%[46.1 µM]
CCCCCCCCCCCCOC(=O)C[N+](C)(C)C
    2.0%	-4%	/	3%	1%	/	-16%	?
CCOC(=O)c1ccc(NC(=O)c2cn(CCC#N)nc2-c2ccc3c(c2)OCCO3)cc1
    3.3%	?	-5%	-10%	-4%	3%	6%	-24%[46.1 µM]
CC(C)CN1C(=O)c2ccc(C(=O)Nc3nccs3)cc2C1=O
    0.9%	-12%	-1%	-3%	-3%	0.45µM*	6%	-9%[46.1 µM]
CCN(CC)CCn1c(O)c(N=O)c2ccccc21
    -4.0%	-4%	2%	0%	-2%	-4%	0%	-1%[7.67 µM]

The list is partial; the hit share may differ from the screen's.
